# Screening data as filed in PubChem.
# hiPSC survival = hiPSC single-cell survival enhancement. AID 602274. ATPlite luminescence; 100% = ROCK inhibitor wells, 0% = DMSO. survival enhancement, % at 20 µM. 360,000 tested, 0.044% active; in the data active = survival enhancement above about 18%;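 also: cells exposed to compounds for 16 hours before the ATP read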
# m5-HT2A agonist = mouse HTR2A agonism via beta-arrestin recruitment; P35363; CHO-K1 mHTR2A beta-arrestin complementation, luminescence; percent of 30 µM serotonin response; activation, % at 7.6 µM; 360,000 tested, 0.66% active; AID 624169;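 active = activation above a run cutoff, the mean activation of all tested compounds plus 3 SD, cut at about 14% in these data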;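 also: 0% = plate median of compound wells and 100% = 30 µM serotonin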
# Cardio protect = myocardial damage modulation in H9c2 cells. H9c2 cardiomyocytes, H2O2 injury protection, ATPLite, 2 h. protection from H2O2 cell death, % at 20 µM. 360,000 tested, 0.63% active. AID 588492;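 active = compounds giving at least 50% protection of heart cells from peroxide-induced death in the single-dose screen, raw or plate-pattern-corrected value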;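 also: 0% = DMSO wells with peroxide and 100% = DMSO wells without peroxide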
# Peg3 prom inh = Peg3 promoter activity inhibition | HeLa PEG-Prom luciferase reporter, luminescence, overnight | inhibition, % at 20 µM | 360,000 tested, 1.7% active;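 active = inhibition of at least 50% at 20 µM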
# HIF-2a inh = blocks HIF-2a reporter activity | 786-0 RCC cells HIF-2a reporter, luciferase luminescence, overnight | inhibition, % at 18.8 µM | 360,000 tested, 0.72% active | AID 624352;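 active = inhibition of the luminescence signal of 40% or more relative to plate controls, in a single-dose primary screen at 18.75 µM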
# MITF TRPM1 inh = inhibitors of MITF-driven TRPM1 promoter in melanoma cells | SK-MEL-5 TRPM1 promoter luciferase, 24 h | inhibition, % at 12.5 µM | 330,000 tested, 0.83% active;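 active = mean inhibition across replicates of 60% or more, whatever share of single replicates reaches that level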; also: values of inactives mirror those of a sister screen read the other way
# PDI turbidity = blocks human protein disulfide isomerase activity. P07237. PDI insulin aggregation turbidity, A650, 90 min. 350,000 tested, 0.052% active. inhibition, % at 10 µM;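 active = mean inhibition across replicates of 30% or more, whatever share of single replicates reach that level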;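 also: absorbance from insulin aggregation driven by PDI reduction with DTT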
# Target sequence (P07237 whole entry, looked up): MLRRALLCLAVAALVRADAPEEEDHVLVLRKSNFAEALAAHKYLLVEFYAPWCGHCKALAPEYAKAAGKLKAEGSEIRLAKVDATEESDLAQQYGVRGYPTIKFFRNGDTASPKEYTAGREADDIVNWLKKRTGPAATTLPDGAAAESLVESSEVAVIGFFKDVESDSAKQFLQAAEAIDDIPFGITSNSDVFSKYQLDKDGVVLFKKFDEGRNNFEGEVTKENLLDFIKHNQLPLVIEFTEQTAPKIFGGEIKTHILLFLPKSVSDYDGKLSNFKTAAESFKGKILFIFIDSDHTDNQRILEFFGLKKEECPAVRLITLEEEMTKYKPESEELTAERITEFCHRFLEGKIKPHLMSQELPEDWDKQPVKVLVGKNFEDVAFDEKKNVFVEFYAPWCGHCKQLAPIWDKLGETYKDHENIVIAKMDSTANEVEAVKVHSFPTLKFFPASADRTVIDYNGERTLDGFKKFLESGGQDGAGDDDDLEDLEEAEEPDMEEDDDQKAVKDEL
# NR2E3 ag-1 = activates human photoreceptor nuclear receptor NR2E3; GST-NR2E3/biotin-RetCOR TR-FRET, 1536-well; inhibition of corepressor binding, % at 4.78 µM; 320,000 tested, 0.12% active; AID 2300;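 active = percent inhibition above the cutoff of mean plus 3 SD of all tested compounds, set per screening campaign, cut at about 20% in these data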;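 also: 0% = DMSO wells and 100% = biotin wells as full block of FRET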
# Target sequence (Q9Y5X4 whole entry, looked up): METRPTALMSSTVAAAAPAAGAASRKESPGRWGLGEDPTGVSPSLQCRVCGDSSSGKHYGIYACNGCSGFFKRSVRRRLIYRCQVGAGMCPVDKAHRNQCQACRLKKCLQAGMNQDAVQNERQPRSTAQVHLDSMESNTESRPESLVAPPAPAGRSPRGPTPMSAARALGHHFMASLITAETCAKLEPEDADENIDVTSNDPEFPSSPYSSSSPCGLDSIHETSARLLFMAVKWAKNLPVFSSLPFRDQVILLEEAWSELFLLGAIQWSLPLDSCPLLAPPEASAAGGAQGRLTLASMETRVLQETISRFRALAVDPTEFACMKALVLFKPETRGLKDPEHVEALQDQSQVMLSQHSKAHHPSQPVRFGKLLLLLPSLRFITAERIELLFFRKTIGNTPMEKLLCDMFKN
#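 Material: NR2E3–RetCOR corepressor complex / Amount: 1.35 nM GST-NR2E3 / Medium: Tris pH 7.5 / Compound: single nominal compound dose of 4.8 µM / Incubation: 5 h at 4 °C / Technique: TR-FRET, Eu(K)-anti-GST donor, streptavidin-D2 acceptor, ex 340, em 617/671 nm / Read-out basis: percent loss of FRET ratio relative to control wells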
# Shn3 inh set2 = reduces Shn3 3'UTR luciferase signal in osteoblasts; 360,000 tested, 0.52% active; Clone20 osteoblast Shn3 3'UTR firefly luciferase, 24 h; inhibition, % at 12.5 µM; AID 588674;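 active = mean inhibition of at least 75% with every replicate also reaching 75%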;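 also: 0% = median of neutral control wells and 100% = pilot-screen positive control compound; some compounds past the cut are filed as inactive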
# CaV13 ICDI inh = Disruptors of the CACNA1D IQ motif to Ca2+-dependent inactivation inhibitor domain association, primary screening, Förster resonance energy transfer in intact living …; inhibition, % at 12.3 µM; AID 743397; 340,000 tested, 0.098% active; HEK cells, CFP/YFP FRET ICDI-IQ, plate reader, 10 min; percent FRET-ratio fall versus neutral wells;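 active = mean replicate inhibition of at least 30% and at least 1% of replicates passing that level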;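 also: 0% = median of the neutral control wells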
# NR2E3 ag-2 = agonists of human NR2E3 nuclear receptor. AID 602229. CHO-S Gal4-NCOR/VP16-NR2E3 two-hybrid, luciferase. 360,000 tested, 0.35% active. inhibition of corepressor binding, % at 3.98 µM. Q9Y5X4;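 active = inhibition above the mean of all tested compounds plus 3 SD, cut at about 70% in these data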;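 also: 0% = DMSO with NR2E3 transfected cells and 100% = cells lacking NR2E3 construct; higher means lower luciferase signal from less NR2E3 corepressor binding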
# * hit, by the source's call; . = not tested or not shown.
SMILES,hiPSC survival,m5-HT2A agonist,Cardio protect,Peg3 prom inh,HIF-2a inh,MITF TRPM1 inh,PDI turbidity,NR2E3 ag-1,Shn3 inh set2,CaV13 ICDI inh,NR2E3 ag-2
COc1ccccc1C(=O)Nc1ccc2oc(-c3ccc(F)cc3)nc2c1,-1.7,0,5,-114,-94,-26,-8,-1,-33,-3,-26
COc1ccccc1OCc1nnc(SCCN2CCOCC2)o1,-0.9,-1,5,-3,14,1,4,-1,8,-6,9
O=C(/C=C/c1ccccc1)Nc1nnc(-c2ccco2)o1,0.9,-2,13,-15,-14,10,-6,-3,5,1,-4
COc1ccc(N(CC(=O)N/N=C(\C)c2ccc(OC)c(OC)c2)S(=O)(=O)c2ccccc2)cc1,1.5,-6,1,5,16,-12,8,2,24,-13,-2
CC(=O)Nc1ccc(C(=O)OCC(=O)N2CC3(C)CC2CC(C)(C)C3)cc1 (centres undefined),7.3,14,0,0,7,-22,6,.,-5,-5,30
O=C(CSc1nnc(COc2ccccc2Cl)o1)NC(=O)NC1CCCC1,0.2,0,-4,1,-23,8,-2,2,-8,-9,-16
CCOC(=O)c1cnn(CCOC(=O)c2ccc(OC)cc2)c1NC(=O)c1ccc(OC)cc1,0.0,-1,2,0,10,6,-1,-2,13,-4,8
O=C(Nc1cc(S(=O)(=O)N2CCCCC2)ccc1N1CCOCC1)c1cc(=O)[nH]c2ccccc12,1.5,1,7,11,3,-8,-5,3,.,-2,-6
CC(=O)N1c2ccc(S(=O)(=O)N3CCC(C(=O)NC4CCCCC4C)CC3)cc2CC1C (centres undefined),-1.0,16*,-10,13,14,11,-8,3,8,-5,-22
CN(Cc1ccccc1)C(=O)CSc1nnc(-c2ccco2)n1-c1ccccc1,-0.9,3,2,15,12,-2,0,2,-18,-8,-7
CC1CCC(C(C)C)C(=O)/C1=C/c1ccc(N)cc1 (centres undefined),-0.7,2,-8,-333,-388,-118,9,-1,.,-8,-173
COc1ccccc1C(=O)N1CCN(c2ccc(N3CCOCC3)nn2)CC1,-0.5,1,11,-2,0,-8,0,-1,7,-7,-13
Cc1cccc2sc(NNC(=O)C3=COCCO3)nc12,1.4,17*,21,-11,-24,2,-1,-2,-4,-3,-10
O=C(CSc1ccc(-c2ccccn2)nn1)N1CCc2ccccc21,-0.5,0,48,-13,-60,6,-3,-1,-7,-5,-9
CN(CC(=O)Nc1cccc(S(=O)(=O)N(C)c2ccccc2)c1)Cc1cccs1,-1.3,0,0,9,17,.,7,.,14,-6,-18
Cc1ccnc(SC2CC(=O)N(c3ccccc3)C2=O)n1 (centres undefined),1.7,0,3,0,11,.,4,.,-8,-8,10
COC(=O)c1sc(NC(=O)COc2ccc(OC)cc2)nc1C,0.1,1,0,-27,0,-4,-1,2,6,.,-32
CCOC(=O)CCCNC(=O)CN1CCC(c2nc3ccccc3s2)CC1,-0.3,-8,2,15,-7,12,-10,4,8,-5,-12
Nc1nonc1NC(=O)CSc1ncccc1C(=O)O,-2.2,0,6,2,8,5,-3,2,27,-10,9
CC(C)[N+](C)(C)CC(O)CN(c1ccccc1)c1ccccc1 (centres undefined),0.7,5,4,5,10,-1,-1,2,-1,0,-71
CCOc1ccccc1CNC(=O)c1c([N+](=O)[O-])c(C)nn1C,0.6,7,5,15,17,-2,-9,-3,-6,-5,17
N/C(=N\OC(=O)/C=C/c1ccccc1)c1ccc(Cl)cc1,1.4,-6,-1,-108,-178,-16,-1,-1,-6,4,-8
Cn1c(=O)c2c(nc(CN3CCCCC3)n2CCCc2ccccc2)n(C)c1=O,-3.2,-2,19,3,3,-3,0,2,6,-4,-9
Cc1c(NC(=S)NC(=O)c2cccc(Br)c2)c(=O)n(-c2ccccc2)n1C,-0.3,11,-6,10,10,0,-5,-2,14,-5,-2
Cc1ccc2nc(N(CCCN(C)C)C(=O)c3ccc(S(=O)(=O)N4CCc5ccccc5C4)cc3)sc2c1,-0.7,-7,-16,101*,88*,76*,5,2,25,.,-16
COc1ccc(N2CCN(C(=S)Nc3ccc(C)cc3)CC2)cc1,-1.4,2,-10,23,3,4,7,3,24,-2,-7
Cc1ccc(NC(=O)c2ccc3c(c2)C(=O)N(c2ccccc2C)C3=O)nc1,0.1,3,-6,4,-2,2,-10,6,-7,-4,-4
CC(C)Oc1cccc(C(=O)Nc2ccc(N3CCN(S(C)(=O)=O)CC3)cc2)c1,-2.0,1,-2,7,4,7,2,0,0,-6,-2
COc1cccc(N2C(=O)CN(Cc3ccc(OC)c(OC)c3)C2=S)c1,-0.6,-5,-7,13,16,-7,8,-1,27,-18,-37
COc1ccc(C(=O)NNC(=O)COc2ccc(Cl)cc2C)cc1S(=O)(=O)N1CCOCC1,-0.3,-7,-9,-3,14,6,8,-1,-8,-6,-16
O=C(OC(C(=O)NCc1cccs1)c1ccc(F)cc1)c1ccco1 (centres undefined),1.1,-2,2,10,-1,0,0,4,0,-3,1
CCCc1ccc2oc(C(=O)N3CCC(COC)C3)c(C)c2c1 (centres undefined),-0.4,7,-1,-227,-229,-99,3,1,-115,-19,-117
CC(=O)OCC1OC(n2c(S)c(C#N)c(-c3ccccc3)c(C#N)c2=O)C(OC(C)=O)C(OC(C)=O)C1OC(C)=O (centres undefined),-2.5,-2,6,9,9,1,-7,.,3,-13,18
Cc1nnc(SCC(=O)Nc2ccc3c(c2)OCCO3)s1,-1.3,0,-4,-12,-18,-4,1,0,5,.,-10
O=C(Nc1ccccc1)Nc1ccc(Oc2cccnc2)nc1,0.5,-7,-4,-87,-151,-30,-3,0,.,-4,-9
CCc1ccc(C(O)c2ncc(-c3ccccc3OC)[nH]2)cc1 (centres undefined),-1.2,-3,-6,-1,-6,.,-6,.,43,-5,17
CCOC(=O)/C(=C/c1cn(C)c2ccccc12)NC(=O)c1ccccc1,-0.4,2,-6,-3,-27,-11,5,-4,14,-13,-8
Cc1ccc2cc(CCNC(=O)c3ccco3)c(=O)[nH]c2c1,0.1,-2,0,-243,-255,-90,3,4,-39,-12,-44
Cc1ccc(OCc2cc(C(=O)N(C)Cc3nccn3C)no2)cc1C,-0.6,-5,-1,-13,-71,-7,-4,4,3,-4,8
O=S(=O)(Nc1cccc(-c2cn3ccsc3n2)c1)c1ccc(F)cc1,-2.7,-2,-3,-21,-39,-13,-3,1,5,5,-15
CC/C(=C\c1oc2cc3ccccc3cc2[n+]1CC)Nc1ccccc1,0.1,1,-20,4,0,-4,-10,0,33,7,15
N#CCCN1CCN(CCC#N)C1=S,1.0,3,6,-4,10,-2,-5,.,-64,-5,-4
Cc1cc(N2CCOCC2)nc2ccc(NC(=O)C3CCC(C)CC3)cc12 (centres undefined),5.1,8,24,-10,-57,-3,-8,0,19,-4,7
COc1cccc(CN2CC(C(=O)N3CCN(C(C)C)CC3)CCC2=O)c1 (centres undefined),0.5,5,6,5,6,-3,6,3,-22,-3,-9
COc1cc(C(C)=O)ccc1COc1ccc(C(=O)OC(C)C(=O)NC(N)=O)cc1OC (centres undefined),0.5,3,9,10,5,-5,8,1,-7,4,-25
Cc1ccc2c(n1)sc1c(-c3ccc(Br)cc3)c(C#N)c(N)nc12,4.5,1,-11,56*,0,14,-11,-3,15,.,-30
O=C(NCC12CC3CC(CC(C3)C1)C2)c1nc2ncccn2n1,-0.2,-2,-1,10,23,2,-4,1,7,-4,-3
O=C(CSc1nc2ccccc2s1)NC1CCCC1,-0.4,0,2,12,22,5,6,6,14,1,-6
CCCCOc1ccc(C(C)NC(=O)CCS(=O)(=O)Cc2ccccc2F)cc1 (centres undefined),4.6,0,-1,-2,16,4,-7,1,1,-3,-5
CCc1c(C)sc(NC(=S)NC(C)C2CCCO2)c1C(=O)OC (centres undefined),0.8,-1,-11,18,4,5,0,-3,13,-6,-30
Cc1ccc(NC(=O)Nc2cccnc2)cc1NC(=O)Nc1cccnc1,0.7,9,43,30,-23,12,-11,1,14,-18,-19
COCCNC(=O)Cn1c(=O)n(CCCCCC(=O)Nc2ccccc2)c(=O)c2sccc21,-0.1,4,-5,-27,-20,-15,8,1,-16,-5,10
COc1ccc(N=Cc2c(O)n(-c3cccc(C)n3)c(=O)c3ccccc23)cc1,-1.8,3,7,-29,-49,-8,11,-3,-63,-23,-34
COc1ccccc1C/C(N)=N/OC(=O)c1ccc2c(c1)OCO2,-0.6,0,-11,-20,-85,-21,-2,-1,-22,2,-59
COCCn1nnnc1C(c1cccs1)N1CCN(c2cc(C)ccc2C)CC1 (centres undefined),0.9,1,-5,-51,10,2,-4,1,22,-6,-5
Cc1ccc(C)c(OCCCC(=O)Nc2nccs2)c1,-1.3,-2,8,-9,6,1,-2,-2,0,-4,-19
O=C(NCc1ccccc1)C1CCCN(S(=O)(=O)c2cccs2)C1 (centres undefined),0.1,6,-4,27,12,3,12,2,-6,-5,-9
O=S(=O)(c1ccc(Oc2ccc(-c3nnco3)cc2)nc1)N1CCC(Cc2ccccc2)CC1,-1.7,-3,-7,9,19,-20,-1,1,17,-4,-22
CC(C)CN(CC(C)C)S(=O)(=O)N1CCC(C(=O)NC2CCCCCCC2)CC1,2.5,0,-7,5,8,16,-9,3,70,.,7
CCOC(=O)N1CCN(C(=O)CS(=O)Cc2nc(-c3ccc(C)cc3)oc2C)CC1 (centres undefined),1.8,3,-3,4,0,.,.,0,19,-6,-3

# Results in HIF-2a inh, Cardio protect and CaV13 ICDI inh, for some of the entries so far:
mol,HIF-2a inh,Cardio protect,CaV13 ICDI inh
CCc1c(C)sc(NC(=S)NC(C)C2CCCO2)c1C(=O)OC (centres undefined),4,-11,-6
CCOC(=O)CCCNC(=O)CN1CCC(c2nc3ccccc3s2)CC1,-7,2,-5

# Next results follow.
SMILES,hiPSC survival,m5-HT2A agonist,Cardio protect,Peg3 prom inh,HIF-2a inh,MITF TRPM1 inh,PDI turbidity,NR2E3 ag-1,Shn3 inh set2,CaV13 ICDI inh,NR2E3 ag-2
O=C(COC(=O)C1(c2ccccc2)CC1)NNC(=O)c1ccccc1,0.3,-2,-1,9,13,2,-6,0,-6,-6,9
COc1ccccc1N1CCN(CC(O)COCCOc2ccc(Br)cc2)CC1 (centres undefined),0.2,-6,-3,16,3,3,9,-2,22,-18,-17
COc1ccc(S(=O)(=O)N2CCCCC2)cc1NC(=O)c1cc(C)on1,-0.2,-3,0,17,13,8,9,3,2,-5,9
CCCCCNCc1cccn1C,1.6,5,1,-2,-2,-4,1,1,3,-8,-18
O=C(CN1CCCCCC1)Nc1ccc(Oc2ccccc2)cc1,-0.8,-9,-2,-27,-24,-16,-1,1,-6,3,-8
